# Source: PubChem BioAssay (National Center for Advancing Translational Sciences (NCATS))
# D2 agonist: D2 dopamine receptor (human) agonism; P14416; HEK293 T-REx D2 cells, calcium flux agonist mode; activation, % at 2 µM; 0.53% of 340,000 active; AID 485358;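 active means activation over 3 SD above normal in the single-dose calcium agonist read, cut at about 30% in these data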; further: 0% is about no effect
# Target sequence (P14416 whole entry, looked up): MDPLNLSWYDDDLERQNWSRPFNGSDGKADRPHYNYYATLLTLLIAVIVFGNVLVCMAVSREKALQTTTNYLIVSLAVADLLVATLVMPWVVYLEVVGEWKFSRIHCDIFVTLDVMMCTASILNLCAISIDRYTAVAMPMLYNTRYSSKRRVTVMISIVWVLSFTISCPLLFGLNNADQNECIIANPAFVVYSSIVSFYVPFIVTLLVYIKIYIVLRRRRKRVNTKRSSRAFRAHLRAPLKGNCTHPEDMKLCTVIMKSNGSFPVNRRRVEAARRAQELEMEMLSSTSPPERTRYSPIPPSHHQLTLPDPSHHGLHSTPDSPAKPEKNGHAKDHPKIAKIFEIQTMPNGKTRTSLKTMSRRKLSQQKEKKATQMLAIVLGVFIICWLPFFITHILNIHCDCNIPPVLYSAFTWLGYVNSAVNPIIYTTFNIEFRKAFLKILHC
#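 Agonism scored from kinetic calcium signal (1 read/sec, 180 s) following compound pin transfer, after a 10 s baseline. Cells: HEK293 Trex line expressing inducible D2 receptor coupled to calcium, dye-loaded after overnight culture at 30 C.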
# D2 antag: antagonizes the human D2 dopamine receptor; P14416; HEK293 TREx D2 cells, calcium flux, dopamine EC80; inhibition, % at 10 µM; 2% of 340,000 active; AID 485344; in the data active means inhibition above about 30%; further: 0% is about no effect
#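 Antagonism is scored as inhibition of an EC80 dopamine-evoked calcium signal in a force-coupled, tetracycline-inducible HEK293 T-REx D2 line, with compound present 180 s before agonist.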
# TRHR enhancer: TRH receptor (human) allosteric enhancement; P34981; AID 493056; TRHR cells, fluo-8 calcium fluorescence, EC20 TRH enhancement; 0.66% of 360,000 active; enhancement, % at 2 µM; in the data active means enhancement above about 30%; further: 0% is about no effect
#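 Enhancer read-out: after compound pinning and an initial kinetic agonist-mode read, an EC20 of TRH (10 nM final) was injected and fluo-8 calcium signal (Ex 480/Em 530) followed at 1 s/cycle for 100 cycles in TRHR-expressing cells.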
# Pin1 inhibitor: human Pin1 inhibition; Q13526; Pin1 FP peptide displacement, HiFluor488, 10 min; Potency, µM (series often up to 115 µM), for the others: at the highest dose activity, negative = inhibition, most hits filed as inhibitors; 0.009% of 390,000 active; active means well fitted inhibition curve with a large enough effect in the polarisation, with a control signal flat, not every such curve was filed as active; inconclusive means small, poorly fitted or top-dose-only effect, or effect the other way, or a change in a side signal; inactive means no such curve, though single readings can be large or run the other way; the % refers to the polarisation; further: potency means the concentration at half of the fitted maximal effect; on the % scale 0 is the no-effect control and ±100 the full control effect
# Target sequence (Q13526 whole entry, looked up): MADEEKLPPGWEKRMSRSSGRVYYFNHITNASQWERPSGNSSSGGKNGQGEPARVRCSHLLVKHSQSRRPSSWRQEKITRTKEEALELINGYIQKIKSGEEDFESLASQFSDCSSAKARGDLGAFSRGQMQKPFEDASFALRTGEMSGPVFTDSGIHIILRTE
# TrxR1 substrate: rat thioredoxin reductase 1 substrate activity. Potency, µM (highest dose often 114 µM), inactives show top-dose activity change, negative = substrate turnover. purified TrxR1 substrate turnover, NADPH consumption readout. 0.01% of 390,000 active; further: potency means the concentration at half of the fitted maximal effect; on the % scale 0 is the no-effect control and ±100 the full control effect; nearly all actives have a fitted effect of over 50% in size
#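 Rat TrxR1, dispensed at 90 nM, was prereduced with 400 uM NADPH (final) for 5 min at ~22 deg C, then incubated with compound 15 min before 400 uM selenite. A first-read NADPH fluorescence drop versus no-compound background flagged substrates.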
# TrxR1 inh: rat TrxR1 inhibition; recombinant rTrxR1, NADPH fluorescence consumption, selenite substrate; Potency, µM (top dose mostly 114 µM), without a hit: at the highest dose activity change, negative = inhibition, usual class: inhibitors; 1% of 390,000 active; AID 588453; further: potency means the concentration at half of the fitted maximal effect; on the % scale 0 is the no-effect control and ±100 the full control effect; nearly all actives have a fitted effect of over 65% in size
#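 Rat TrxR1 (90 nM in the dispensed reagent) was pre-reduced with 400 uM NADPH for 5 min at room temperature, then incubated with compound for 15 min. After 400 uM selenite was added, NADPH fluorescence (Ex 340/Em 450 nm) was followed for 8 min.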
# TRHR ag: agonists of human TRH receptor | P34981 | TRHR cells, calcium flux fluo-8, FDSS agonist mode | activation, % at 2 µM | 0.18% of 360,000 active; in the data active means activation above about 30%; further: 0% is about no effect
#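 Read-out: compound-evoked intracellular calcium rise in TRHR cells, fluo-8 dye, kinetic FDSS fluorescence at 1 s/cycle following a 10-cycle baseline. Cells cultured overnight before dye loading (30 min–1.5 h, RT).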
# USP1-UAF1 inh: inhibitors of human USP1/UAF1 deubiquitinase; O94782; recombinant USP1/UAF1, Ub-Rhodamine cleavage fluorescence; Potency, µM (top dose mostly 57.1 µM), without a hit: at the highest dose activity change, negative = inhibition, usual class: inhibitors; 0.23% of 390,000 active; further: potency means the concentration at half of the fitted maximal effect; on the % scale 0 is the no-effect control and ±100 the full control effect; nearly all actives have a fitted effect of over 60% in size; inactives centre near -12
#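 High-throughput fluorogenic screen: 1nM USP1/UAF1 complex, Ub-Rho substrate 150nM final, 50mM HEPES pH 7.8 with 0.5mM EDTA, 0.1 mg/ml BSA, 1mM TCEP and 0.01% Tween-20.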
# mIDH1 inhibitor: inhibitors of human mutant IDH1 R132H | IDH1-R132H enzyme, NADPH consumption, diaphorase/resazurin fluorescence | Potency, µM (top dose mostly 76.6 µM), inactives show at the highest dose activity change, negative = inhibition, most hits filed as inhibitors | 0.093% of 390,000 active; further: potency means the concentration at half of the fitted maximal effect; on the % scale 0 is the no-effect control and ±100 the full control effect; nearly all actives have a fitted effect of over 65% in size
# Target sequence (O75874 whole entry R132H, stated change not applied): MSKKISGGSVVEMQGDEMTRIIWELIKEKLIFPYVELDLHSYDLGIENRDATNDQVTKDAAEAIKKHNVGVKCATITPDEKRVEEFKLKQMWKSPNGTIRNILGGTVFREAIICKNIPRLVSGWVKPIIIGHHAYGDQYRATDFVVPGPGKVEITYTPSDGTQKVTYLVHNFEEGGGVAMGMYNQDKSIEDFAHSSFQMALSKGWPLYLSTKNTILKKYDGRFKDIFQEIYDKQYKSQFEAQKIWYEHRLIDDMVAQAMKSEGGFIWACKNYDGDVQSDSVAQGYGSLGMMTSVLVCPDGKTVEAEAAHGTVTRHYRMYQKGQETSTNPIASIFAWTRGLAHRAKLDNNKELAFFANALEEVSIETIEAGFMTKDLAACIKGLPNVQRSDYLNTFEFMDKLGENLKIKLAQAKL
#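 IDH1-R132H (0.5 ug/mL) preincubated 30 min with compound, then NADPH (0.016 mM) and alpha-KG (2 mM) added; 80 min at RT, pH 7.5. Remaining NADPH coupled via diaphorase/resazurin to fluorescence (540/590 nm); concentration-response curves normalized to no-enzyme control.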
# * = called active by the depositor; ? = inconclusive; . = no result given; [ ] = dose if it differs, or a comment. Unless noted, the call rests on the fitted dose curve; in most records, active means well fitted inhibition curve with a large enough effect; inconclusive means small, poorly fitted or top-dose-only effect; inactive means no such curve, though single readings can be large or run the other way. These rows are one share of the data; rates above refer to the full screens.
structure	D2 agonist	D2 antag	TRHR enhancer	Pin1 inhibitor	TrxR1 substrate	TrxR1 inh	TRHR ag	USP1-UAF1 inh	mIDH1 inhibitor
C=CCN1C(=O)C2(OCCCO2)c2cc(CCCC)ccc21	-1.2	5	5	4%	-3%[57.1 µM]	-6%[57.1 µM]	0.8	-21%	7%
CNC(=S)N1CCc2ccccc2C1	-0.2	-3	-1	5%	-5%	-13%	-0.2	-2%	-3%
COc1ccc(CNS(=O)(=O)c2ccc(Br)s2)cc1	1.2	8	-3	5%	-6%[57.1 µM]	-2%	-0.8	-1%	0%
Cc1ccccc1NC(=O)CCCNC(=O)c1ccc(Cl)cc1	-1.8	2	3	-1%	-1%	2%	-1.0	-18%	1%
O=C(O)CCC(=O)Nc1ccc(OCC(=O)O)cc1	-0.7	-3	10	4%	-6%	-8%[0.457 µM]	0.6	4%	-2%
Cc1ccc(-c2nn(C)c(=O)c3ccccc23)cc1S(=O)(=O)N1CCOCC1	-0.6	-9	1	-2%	5%	17%	-1.3	-16%	1%
CCOC(=O)N1CCc2c(sc3c2c(=O)n(-c2ccc(F)cc2)c(=O)n3CC(=O)c2ccccc2)C1	-0.8	.	2	2%	-2%	6%	0.5	-4%	-13%
CCCn1c(SCC(=O)NC2CCCCC2)nnc1-c1ccncc1	-0.4	-10	-1	2%	-8%	-24%	0.0	2%	-7%
CC(CN1CCC(n2nccc2NC(=O)C2CCCC2)CC1)c1ccccc1 (centres undefined)	-0.4	2	1	-12%	0%	-3%	0.1	-21%	4%
COc1ccccc1N/C(=N/c1nc(C)cc(C)n1)NC(C)=O	-1.3	-4	7	.	.	.	-0.6	.	.

# Compound profiles, from the list above. Screens in order: D2 agonist	D2 antag	TRHR enhancer	Pin1 inhibitor	TrxR1 substrate	TrxR1 inh	TRHR ag	USP1-UAF1 inh	mIDH1 inhibitor
# Cc1ccccc1NC(=O)CCCNC(=O)c1ccc(Cl)cc1 reads -1.8	2	3	-1%	-1%	2%	-1.0	-18%	1%
# COc1ccc(CNS(=O)(=O)c2ccc(Br)s2)cc1 reads 1.2	8	-3	5%	-6%[57.1 µM]	-2%	-0.8	-1%	0%

# Next part.
structure	D2 agonist	D2 antag	TRHR enhancer	Pin1 inhibitor	TrxR1 substrate	TrxR1 inh	TRHR ag	USP1-UAF1 inh	mIDH1 inhibitor
COc1ccc(CC(=O)NC2CCSc3ccccc32)cc1OC (centres undefined)	-0.3	-2	-3	0%	-5%	-1%	-0.2	-17%	-16%
Cc1ccc(NC(=O)Cn2c(=O)c(CNc3ccccc3)cc3cc4c(cc32)OCCO4)cc1	-0.1	.	16	10%	1%[57.1 µM]	13%[57.1 µM]	1.6	?	-3%
N/C(=N\OC(=O)Nc1ccccc1)c1ncc(C(F)(F)F)cc1Cl	0.3	0	9	-1%	-10%	-8%	0.6	-6%	8%
COc1cccc2cc(C(=O)NCc3ccccc3)c(=N)oc12	-0.6	5	-3	-1%	-6%	0%	0.2	-9%	8%
CN(Cc1cccs1)c1nc(-c2cccnc2)nc2ccccc12	.	.	-1	8%	4%[57.1 µM]	5%[57.1 µM]	-0.9	-16%	-18%
CN(CC(=O)NCc1ccccn1)S(=O)(=O)c1ccc(Br)cc1	0.6	-27	15	-3%	0%	17%	-0.3	-9%	-1%
Nc1nc(-c2cccnc2)nc2sc3c(c12)CCCC3	-0.1	-15	3	2%	24%	7%	-0.3	-3%	6%
Cc1ccc(S(=O)(=O)NNC(=O)c2snnc2C)cc1	2.0	9	-2	-1%	1%	1%	3.3	-14%	-1%
CCOC(=O)N1CCc2c(sc(NC(=O)c3ccc(S(=O)(=O)N4CCCC4)cc3)c2C#N)C1	-0.9	0	6	?	6%[57.1 µM]	?	1.8	-36%	16%
CC1(c2ccc([N+](=O)[O-])cc2)NC(=O)N(CC(=O)Nc2cccnc2Cl)C1=O (centres undefined)	6.8	-2	-2	1%	-10%	-12%	4.3	0%	2%
CCOc1ccc(C(=O)NCC(=O)NCC(c2ccco2)N2CCCCC2)cc1OCC (centres undefined)	-0.4	-5	8	4%	-3%	-8%	-0.4	-4%	-1%
O=C(CS(=O)c1ccc(C(F)(F)F)cc1[N+](=O)[O-])Oc1ccc(Cl)cc1 (centres undefined)	1.0	-5	10	?	-12%	50µM*	-0.1	?	0%
COc1ccc(CCNC(=O)C(C)n2nc(C)c3sc4ccccc4c3c2=O)c(OC)c1 (centres undefined)	.	.	1	5%	9%	-21%	0.1	-6%	.
O=C(NCCCN1CCOCC1)c1cc(Cl)ccc1OCc1ccccc1	-0.9	-26	-4	11%	-5%	1%	-0.3	-18%	6%
O=C(CCc1ccccc1)Nc1ccc(NC(=O)c2ccco2)nc1	0.4	9	-2	3%	5%	6%	-1.0	-15%	8%
COc1ccc(S(=O)(=O)Cc2ccc(C(=O)N3CCOCC3)o2)cc1	.	.	-2	-4%	4%	35µM*	0.5	-12%	7%
O=C(c1ccco1)N1CCN(CCCCN2C(=O)c3ccccc3C2=O)CC1	-0.7	-7	1	0%	7%	15%	-2.1	-6%	6%
O=C(CSc1nnc(COc2ccccc2Cl)o1)Nc1ccccc1	0.0	18	0	0%	3%	17%	-0.8	-19%	2%
CN(CC(=O)Nc1ccccc1Cl)C(=O)COC(=O)c1cc([N+](=O)[O-])ccc1N1CCOCC1	-0.2	-2	3	-10%	-5%	-3%	-0.2	-2%	5%
CCOc1cccc2sc(NC(=O)CS(=O)(=O)c3ccc(C)cc3)nc12	0.3	.	4	-2%	-8%[57.1 µM]	-5%[57.1 µM]	0.1	-5%	-5%
COc1ccc(C2C(C#N)=C(N)Oc3cc(N)ccc32)cc1OC (centres undefined)	0.6	-3	-3	18%	-4%	?	-0.1	-19%	-1%
COc1ccc2c(c1)cc1c(=O)n(CC(=O)NCCCc3ccccc3)nc(C)n12	0.0	.	2	?	11%	26%	-0.3	-4%	-4%
COc1ccc(CCN=Cc2ccccc2O)cc1OC	0.3	-5	4	-7%	-8%[57.1 µM]	12%[57.1 µM]	0.1	-9%	3%
Cc1ccc(Cl)cc1N1CCN(CCCNC(=O)Cn2ncc3c([nH]c4ccccc43)c2=O)CC1	0.8	.	54*	3%	-1%	20%	0.1	-16%[11.4 µM]	2%
O=C(O)CSc1nc(-c2cccs2)cc(C(F)(F)F)n1	.	.	-2	2%	-4%[57.1 µM]	-4%[57.1 µM]	-0.1	?	-2%
O=S(=O)(Cc1ccc(Cl)cc1)N1CCN(c2ncccn2)CC1	5.2	7	-6	-1%	5%	12%	0.2	-14%	1%
CC1(C)COCN1S(=O)(=O)c1ccc(C(=O)Nc2nnc(-c3ccc(Cl)s3)o2)cc1	-0.2	-9	2	4%	-15%	-20%	-1.3	-11%	4%
O=C(Nc1ccc(CN2CCOCC2)cc1)c1ccc(Br)cc1	0.4	-11	3	-7%	-3%	3%	1.2	-6%	-2%
CCN(Cc1ccccc1)S(=O)(=O)c1ccc2[nH]c3c(c2c1)CCCCC3	0.1	.	-12	8%	6%	15%	2.6	?	-4%
COc1ccc(-n2nnnc2CNC(=O)c2ccc(S(=O)(=O)N3CCOCC3)cc2)cc1	3.1	4	-2	0%	1%[57.1 µM]	3%[57.1 µM]	-0.1	-4%	0%
CSc1nc(NCC(C)C)c2c3c(sc2n1)CN(C)CC3	0.2	9	0	0%	63%[activator][57.1 µM]	4%[57.1 µM]	-0.7	-24%	3%
C/C(=N\NC(=O)C1CC1)c1ccc(Cl)c(Cl)c1	-1.1	7	-4	6%	-1%[57.1 µM]	8%[57.1 µM]	0.1	-1%	-1%
CNS(=O)(=O)c1ccc(CNC[C@H]2O[C@@H](n3cnc(C(N)=O)n3)[C@H](O)[C@@H]2O)cc1	.	.	.	-1%	0%	13%	.	-4%	-8%
O=c1cc(-c2cccc(Br)c2)nc(-c2ccccc2F)o1	0.3	-15	-3	.	-12%	?	0.1	0%	5%
Nn1c(SCC(=O)N2CCOCC2)nnc1-c1ccco1	0.6	7	6	-1%	6%	6%	0.5	-12%	-1%
CCN1CCN(c2ccc(S(=O)(=O)N3CCOCC3)cc2NC(=O)COc2ccc(F)cc2Cl)CC1	0.3	6	5	-5%	5%	24%	1.7	-29%	-4%
O=C(Cc1ccc([N+](=O)[O-])cc1)NCc1ccccc1Cl	-0.3	8	-3	3%	2%	2%	-0.8	-18%	-1%
CCOC(CNC(=O)C(=O)Nc1cc2c3c(c1)CC(=O)N3CCC2)OCC	0.9	14	4	5%	-1%	4%	0.3	-19%	8%
Cc1cccc(-c2nnc(-c3cccc4ccccc34)o2)c1	.	.	.	39%[activator]	88%[activator]	41%[activator]	.	-6%	16%
CCc1ccc(OCc2nc(-c3ccc(-n4cccc4)cc3)no2)cc1	0.6	.	-1	30%[activator]	6%	24%	1.2	-21%	.
CC1(C)CC2(CCO1)OC(=O)CC2C(=O)Nc1cccc2ccccc12 (centres undefined)	0.6	18	2	-7%	16%	13%	-1.0	-16%	0%
COc1ccc(C(CNC(=O)c2ccc(-c3ccccc3Cl)o2)N2CCOCC2)cc1 (centres undefined)	1.3	66*	15	-3%	2%	4%	5.0	-23%	5%
O=C(O)c1cccc(NC(=O)c2cccc(S(=O)(=O)Nc3cccc(F)c3)c2)c1	-4.0	.	9	4%	41%[activator]	-24%	-1.8	-6%	-10%
FC(F)(F)c1ccc(N2CCN(Cc3ccc4c(c3)OCO4)CC2)nc1	-0.9	-13	-2	?	-8%	7%	0.5	-2%	4%
CCOc1ccc(CCN2C(=S)N([C@@H](CC(C)C)CN3CCCC3CN3C(=S)NC[C@@H]3CC(C)C)C[C@@H]2Cc2ccc(O)cc2)cc1 (some centres undefined)	.	.	.	-2%	-6%	9%	.	-21%	-2%
